TROY NFkB inh = inhibitors of TROY-driven NF-kB signaling, primary screen, Q293 LMP1-TROYcd cells, NF-kB luciferase, uHTS; Q293 LMP1-TROYcd NF-kB luciferase reporter, 4 h; inhibition, % at 10 µM; 0.98% of 360,000 active;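 active = compounds whose plate-normalised and pattern-corrected inhibition of the luciferase reporter signal at the single screening dose is 50% or more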
NCOA1 inh = SRC1 coactivator transcriptional activity inhibitors, primary screen, cell-based, luminescence. Nuclear receptor coactivator 1 (Homo sapiens), Q15788. HEK293 GAL4-SRC1 luciferase reporter. inhibition, % at 3.6 µM. 0.12% of 360,000 active. AID 588354, 2011;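 active = inhibition above the campaign mean plus 3 SD, with each screening campaign given its own cutoff, cut at about 60% in these data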;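 note: 0% = DMSO treated cells and 100% = gossypol at 36 µM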
TRAIL sens C8 = viability loss with TRAIL in NB7+C8 cells, primary screen, TRAIL sensitizer project, cell-based, ATPlite luminescence | inhibition (viability loss, TRAIL sensitization), % at 10 µM | 1% of 360,000 active | AID 624354, 2012;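 active = compounds causing at least 50% loss of cell viability in the single-dose screen, relative to plate controls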
Vif imaging = HIV Vif self-association inhibitors, primary screen, imaging, HEK293T, single point | HEK293T cells, Vif self-association by quenched fluorescence, 24 h | inhibition, % at 7.49 µM | 0.35% of 340,000 active | AID 602346, 2012; in the data active = inhibition above about 50%, passing the limit was not always enough; note: some results filed as inactive read as strong as hits
NCOA3 inh = SRC3 coactivator transcriptional activity inhibitors, primary screen, cell-based, luminescence. Nuclear receptor coactivator 3 (Homo sapiens), Q9Y6Q9. HEK293 GAL4-SRC3 luciferase reporter. inhibition, % at 3.6 µM. 0.17% of 360,000 active;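 active = inhibition above a per-campaign cutoff, the mean of all compounds plus 3 SD, cut at about 60% in these data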;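 note: 0% = DMSO-treated cells and 100% = gossypol-treated cells at 36 µM; higher means less SRC3-driven luciferase light from the GAL4 reporter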
Target sequence (Q9Y6Q9 whole entry, looked up, the tested form may be a part): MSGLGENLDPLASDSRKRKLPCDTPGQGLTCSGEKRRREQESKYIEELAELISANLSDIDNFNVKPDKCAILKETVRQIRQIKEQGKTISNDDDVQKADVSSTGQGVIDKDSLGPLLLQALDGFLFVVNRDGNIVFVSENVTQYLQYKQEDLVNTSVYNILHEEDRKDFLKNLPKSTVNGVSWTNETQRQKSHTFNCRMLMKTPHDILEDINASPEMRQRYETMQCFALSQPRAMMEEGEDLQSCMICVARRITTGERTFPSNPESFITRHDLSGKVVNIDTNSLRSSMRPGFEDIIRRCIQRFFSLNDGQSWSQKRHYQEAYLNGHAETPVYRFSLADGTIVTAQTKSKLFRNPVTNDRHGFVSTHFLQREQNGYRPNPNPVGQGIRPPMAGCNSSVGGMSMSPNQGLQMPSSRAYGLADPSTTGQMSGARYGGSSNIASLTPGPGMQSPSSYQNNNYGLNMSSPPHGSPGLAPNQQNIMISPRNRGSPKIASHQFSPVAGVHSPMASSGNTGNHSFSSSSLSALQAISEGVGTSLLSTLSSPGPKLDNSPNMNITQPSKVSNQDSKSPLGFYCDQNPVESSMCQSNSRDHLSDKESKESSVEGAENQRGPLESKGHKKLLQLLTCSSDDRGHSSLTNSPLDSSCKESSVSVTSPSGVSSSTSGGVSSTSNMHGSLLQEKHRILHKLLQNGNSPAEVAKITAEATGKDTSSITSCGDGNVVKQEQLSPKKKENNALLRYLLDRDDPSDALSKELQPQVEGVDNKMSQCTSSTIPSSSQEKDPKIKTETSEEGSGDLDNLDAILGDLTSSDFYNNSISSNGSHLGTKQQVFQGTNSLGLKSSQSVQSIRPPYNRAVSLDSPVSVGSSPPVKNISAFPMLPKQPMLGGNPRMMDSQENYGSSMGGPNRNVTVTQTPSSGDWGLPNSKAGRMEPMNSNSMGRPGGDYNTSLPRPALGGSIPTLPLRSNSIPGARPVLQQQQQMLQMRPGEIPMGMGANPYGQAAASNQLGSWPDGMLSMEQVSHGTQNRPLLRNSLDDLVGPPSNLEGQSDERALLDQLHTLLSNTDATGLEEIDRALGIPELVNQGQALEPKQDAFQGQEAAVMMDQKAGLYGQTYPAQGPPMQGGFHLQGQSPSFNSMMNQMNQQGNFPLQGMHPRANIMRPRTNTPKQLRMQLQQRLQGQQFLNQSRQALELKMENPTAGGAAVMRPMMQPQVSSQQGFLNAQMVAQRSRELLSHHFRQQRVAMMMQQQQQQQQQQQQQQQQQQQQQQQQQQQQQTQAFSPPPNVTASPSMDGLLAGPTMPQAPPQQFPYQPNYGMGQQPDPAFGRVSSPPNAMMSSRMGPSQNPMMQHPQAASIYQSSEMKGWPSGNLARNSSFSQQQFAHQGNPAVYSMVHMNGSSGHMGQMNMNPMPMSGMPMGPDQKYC
NR2F2 inh = NR2F2 transcriptional activity inhibitors, primary screen, cell-based, luciferase reporter, HEK293T, luminescence; COUP transcription factor 2 (Homo sapiens), P24468; HEK293T NGFI-A luciferase reporter; inhibition, % at 8.6 µM; 0.7% of 370,000 active;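 active = inhibition above a per-plate cutoff, mean inhibition of test wells between control levels plus 3 SD, cut at about 38% in these data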;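 note: cells cotransfected with COUP-TFII expression vector driving the NGFI-A reporter; 0% = median of COUP-TF2 test wells and 100% = reporter-only cells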
NOD2 RIPK2 PPI = NOD2-RIPK2 binding disruptors in cells, primary screen, fluorescence, CHO cells, BLA complementation; CCF4 ratio; inhibition, % at 4.98 µM; Receptor-interacting serine/threonine-protein kinase 2 (Homo sapiens), O43353; 0.38% of 360,000 active; AID 624267, 2012; in the data active = inhibition above about 21%;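 note: 0% = vehicle only and 100% = reference blocker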
EBV LMP1 NFkB = EBV LMP1-driven NF-kappaB luciferase reporter inhibitors, primary screen, cell-based, luminescence, single point; LMP1-induced NF-kappaB luciferase reporter cells; inhibition, % at 12.5 µM; 0.69% of 350,000 active; AID 504558, 2011; in the data active = inhibition above about 41%;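 note: 0% = neutral control wells and 100% = reference inhibitor control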
NCOA2 inhibitor = inhibition of GAL4-SRC2 driven luciferase reporter, primary screen, SRC2 inhibitor project, cell-based, luminescence | Nuclear receptor coactivator 2 (Homo sapiens), Q15596 | HEK293 GAL4-SRC2 luciferase reporter | inhibition, % at 9 µM | 0.17% of 370,000 active;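 active = inhibition above the mean inhibition of all tested compounds plus 3 SD, set per campaign, cut at about 52% in these data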;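 note: 0% = DMSO treated cells and 100% = cells given Gossypol at 36 µM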
TLR9-MyD88 block = inhibitors of TLR9-MyD88 association in cells, primary screen, cell-based, CHO, BLA complementation, fluorescence | Toll-like receptor 9 (Homo sapiens) + Myeloid differentiation primary response protein … | CCF4 FRET ratio | inhibition, % at 4.98 µM | 0.21% of 340,000 active | AID 504734, 2011;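 active = inhibition above the mean over all tested compounds plus 3 SD, cut at about 21% in these data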;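 note: 0% = DMSO only wells and 100% = clavulanate BLA inhibitor control wells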
LRH-1 inv ag = LRH-1 (NR5A2) inverse agonists, primary screen, cell-based, luminescence, HEK293T, StAR-luciferase reporter | Nuclear receptor subfamily 5 group A member 2 (Homo sapiens), O00482 | 0.13% of 360,000 active | inhibition, % at 3.6 µM | LRH-1 transfected, 24 h;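 active = inhibition above the mean inhibition of all tested compounds plus 3 SD, cut at about 73% in these data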;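 note: 0% = DMSO wells and 100% = reporter-only cells lacking LRH-1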
Starred values were filed as active, the others as inactive; x = not tested or not shown. Some of the compounds tested; rates above refer to the full screens.

SMILES | TROY NFkB inh | NCOA1 inh | TRAIL sens C8 | Vif imaging | NCOA3 inh | NR2F2 inh | NOD2 RIPK2 PPI | EBV LMP1 NFkB | NCOA2 inhibitor | TLR9-MyD88 block | LRH-1 inv ag
CCOc1ccc(N(CC(=O)Nc2ccc(OC)cc2)C2=NC3CS(=O)(=O)CC3S2)cc1 (stereo not drawn) | -4 | 0 | -6 | 14 | -4 | 0 | 1 | -12 | 3 | 3 | -35
C#CCOc1ccc(/C=N/O)cc1Cl | -5 | -3 | -7 | 0 | 6 | -3 | 8 | -8 | -27 | 1 | -5
CCOc1ccc(NC(=O)CN(C)C(=O)c2ccc(N3CCCCCC3)c([N+](=O)[O-])c2)cc1OCC | -13 | 7 | 15 | -10 | 12 | 1 | -2 | 6 | -1 | 3 | 0
CCCNC(=O)c1cc(C2CCCN(S(=O)(=O)c3ccccc3)C2)on1 (stereo not drawn) | 14 | 9 | -2 | -9 | -6 | 16 | 5 | x | -26 | x | -20
COc1ccccc1NC(=O)CCCn1c(=S)[nH]c2ccccc2c1=O | 11 | -18 | 2 | 15 | 10 | -7 | -8 | 4 | -18 | -6 | -9
CC(C)NC(=O)Nc1ccc2c(c1)C(=O)N([C@H](C)CO)C[C@H](C)[C@@H](CN(C)C(=O)Nc1ccccc1)O2 | -6 | 5 | 0 | 1 | 11 | -1 | -2 | -2 | -12 | 4 | 17
COc1ccc(Cc2c(-c3ccco3)nc3c(C)cc(Br)cn23)c(C)c1 | 13 | -1 | -16 | x | 29 | 5 | -2 | x | 3 | x | 1
CCN(CC(=O)Nc1ccccc1C(F)(F)F)C(=O)c1cc(S(=O)(=O)N(C)C)ccc1N1CCCC1 | 23 | -14 | 5 | x | 9 | -8 | -6 | 2 | -10 | -9 | -12

Single values from the results shown:
NCOA1 inh, C#CCOc1ccc(/C=N/O)cc1Cl stands at -3
NOD2 RIPK2 PPI, CCOc1ccc(NC(=O)CN(C)C(=O)c2ccc(N3CCCCCC3)c([N+](=O)[O-])c2)cc1OCC stands at -2

Carrying on:
SMILES | TROY NFkB inh | NCOA1 inh | TRAIL sens C8 | Vif imaging | NCOA3 inh | NR2F2 inh | NOD2 RIPK2 PPI | EBV LMP1 NFkB | NCOA2 inhibitor | TLR9-MyD88 block | LRH-1 inv ag
Brc1ccc2c(c1)CN1CCCC1=N2 | -1 | 61* | 7 | -1 | 39 | 11 | 2 | -49 | -1 | -5 | 45
O=C(CN1C(=O)NC2(CCCCC2)C1=O)NCCc1c[nH]c2ccccc12 | 6 | 0 | 6 | -3 | -6 | 0 | -4 | -10 | -7 | -4 | 52
CCOC(=O)c1c(C)[nH]c(C(C)=NNC(=O)Cn2nc(C)cc2C)c1C | 0 | 1 | 9 | -1 | 12 | -3 | -8 | -4 | -6 | -9 | 1
O=c1[nH]c(C2CCN(S(=O)(=O)c3ccccc3)CC2)nc2c1nnn2Cc1ccc2c(c1)OCCO2 | -5 | -11 | 5 | -1 | 2 | 6 | -4 | -9 | -8 | 0 | -3
CC1(C(=O)c2ccccc2)C2c3c(ccc4ccccc34)OC(=O)C21C(=O)N1CCOCC1 (stereo not drawn) | -7 | 7 | 12 | -3 | 8 | 2 | -6 | 3 | -3 | 0 | -3
CNc1c([N+](=O)[O-])cnn1-c1ccccn1 | -17 | 3 | 3 | -2 | 11 | -4 | 4 | 6 | -2 | -2 | -3
COc1ccc(CCCC(=O)Nc2cc(C)ccc2OC)cc1 | 10 | -10 | -9 | 1 | -9 | 0 | 1 | -3 | 2 | -12 | -8
COc1cc(/C=C/c2ccc3cccc([N+](=O)[O-])c3n2)ccc1OCC#N | 13 | 1 | -2 | 14 | 0 | -5 | -16 | -22 | -50 | 2 | 22

smiles | TROY NFkB inh | NCOA1 inh | TRAIL sens C8 | Vif imaging | NCOA3 inh | NR2F2 inh | NOD2 RIPK2 PPI | EBV LMP1 NFkB | NCOA2 inhibitor | TLR9-MyD88 block | LRH-1 inv ag
S=C(Nc1ccccc1)N1CCCCC1 | -24 | -5 | 10 | 5 | 7 | -18 | -17 | -5 | -35 | -5 | -4
COc1ccccc1N(CC(=O)N1CCCCC1C)S(=O)(=O)c1ccc(Cl)cc1 (stereo not drawn) | -6 | 10 | -5 | -1 | -3 | 19 | 1 | 9 | 16 | 1 | 14
O=C(NCC(=O)N(c1ccccc1)C(C(=O)NC1CCCCC1)c1ccncc1)c1ccco1 (stereo not drawn) | -7 | 11 | 2 | 8 | 17 | -3 | -5 | -2 | -18 | 6 | 17
Cn1cnc([N+](=O)[O-])c1SCC(O)CCl (stereo not drawn) | -4 | 11 | -1 | 3 | 17 | -31 | -1 | 3 | 8 | 5 | -7
COc1ccc(CCNc2nc(N3CCCCC3)nc(N3CCCCC3)n2)cc1OC | -20 | 3 | 22 | -4 | -9 | 3 | -19 | -7 | 18 | 0 | -8
Cc1ccccc1OC(=O)C1C(c2ccccc2)C(C(=O)O)C1c1ccccc1 (stereo not drawn) | -2 | -2 | -7 | -7 | -8 | 5 | -5 | 6 | 9 | -2 | 16

An excerpt from above in order of heavy-atom count, descending.
smiles | TROY NFkB inh | NCOA1 inh | TRAIL sens C8 | Vif imaging | NCOA3 inh | NR2F2 inh | NOD2 RIPK2 PPI | EBV LMP1 NFkB | NCOA2 inhibitor | TLR9-MyD88 block | LRH-1 inv ag
CCN(CC(=O)Nc1ccccc1C(F)(F)F)C(=O)c1cc(S(=O)(=O)N(C)C)ccc1N1CCCC1 | 23 | -14 | 5 | x | 9 | -8 | -6 | 2 | -10 | -9 | -12
O=C(NCC(=O)N(c1ccccc1)C(C(=O)NC1CCCCC1)c1ccncc1)c1ccco1 (stereo not drawn) | -7 | 11 | 2 | 8 | 17 | -3 | -5 | -2 | -18 | 6 | 17
CCOc1ccc(N(CC(=O)Nc2ccc(OC)cc2)C2=NC3CS(=O)(=O)CC3S2)cc1 (stereo not drawn) | -4 | 0 | -6 | 14 | -4 | 0 | 1 | -12 | 3 | 3 | -35
Cc1ccccc1OC(=O)C1C(c2ccccc2)C(C(=O)O)C1c1ccccc1 (stereo not drawn) | -2 | -2 | -7 | -7 | -8 | 5 | -5 | 6 | 9 | -2 | 16
COc1cc(/C=C/c2ccc3cccc([N+](=O)[O-])c3n2)ccc1OCC#N | 13 | 1 | -2 | 14 | 0 | -5 | -16 | -22 | -50 | 2 | 22
COc1ccccc1NC(=O)CCCn1c(=S)[nH]c2ccccc2c1=O | 11 | -18 | 2 | 15 | 10 | -7 | -8 | 4 | -18 | -6 | -9
Cn1cnc([N+](=O)[O-])c1SCC(O)CCl (stereo not drawn) | -4 | 11 | -1 | 3 | 17 | -31 | -1 | 3 | 8 | 5 | -7
Brc1ccc2c(c1)CN1CCCC1=N2 | -1 | 61* | 7 | -1 | 39 | 11 | 2 | -49 | -1 | -5 | 45

Compound activity from PubChem.
